KCNQ1 act: potentiators or activators of KCNQ1 channel, primary screen, cell-based, thallium flux, high-throughput | B-score at 10 µM | Potassium voltage-gated channel subfamily KQT member 1 (Homo sapiens), P51787 | CHO-K1 KCNQ1, thallium flux FluxOR fluorescence; hits give high values | AID 2648, 2010 | 310,000 compounds, 0.35% hits;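 active = fluorescence ratio B-score, a plate-corrected score, at least three library SD, with initial intensity B-score within 5 SD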
Target sequence (P51787 whole entry, looked up): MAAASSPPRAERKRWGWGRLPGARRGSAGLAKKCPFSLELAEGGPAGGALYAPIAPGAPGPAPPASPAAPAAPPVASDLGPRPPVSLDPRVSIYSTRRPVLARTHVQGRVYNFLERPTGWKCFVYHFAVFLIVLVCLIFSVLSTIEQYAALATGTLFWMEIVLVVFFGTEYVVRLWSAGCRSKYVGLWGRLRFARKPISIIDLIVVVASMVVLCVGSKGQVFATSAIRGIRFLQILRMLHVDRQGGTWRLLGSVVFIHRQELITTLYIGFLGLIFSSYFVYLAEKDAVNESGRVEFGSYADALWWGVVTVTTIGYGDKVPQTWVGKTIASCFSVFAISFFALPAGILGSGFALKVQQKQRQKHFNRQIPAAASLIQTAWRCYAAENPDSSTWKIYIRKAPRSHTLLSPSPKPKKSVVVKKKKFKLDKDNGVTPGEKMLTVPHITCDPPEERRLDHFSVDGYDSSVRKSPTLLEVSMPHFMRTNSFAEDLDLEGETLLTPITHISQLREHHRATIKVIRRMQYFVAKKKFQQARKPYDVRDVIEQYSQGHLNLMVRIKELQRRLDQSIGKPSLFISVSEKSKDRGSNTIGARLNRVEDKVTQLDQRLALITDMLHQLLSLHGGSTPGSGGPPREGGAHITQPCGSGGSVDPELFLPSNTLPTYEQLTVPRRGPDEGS
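assay system = KCNQ1-transfected CHO-K1 cells | medium = assay buffer with matched DMSO | probe or stimulus = depolarizing K+/Tl+ stimulus, K2SO4 and Tl2SO4 each 12.5 mM in 5x stock | dosing = single dose | incubation = dye 90 min, compound 20 min, room temperature | detection = kinetic FluxOR fluorescence, 10 s baseline plus 110 s post-stimulus | evaluation = ratio B score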
KCNQ1 block: inhibitors of human KCNQ1 channel, primary screen, cell-based, thallium flux, high-throughput | 310,000 compounds, 1.3% hits | CHO-K1 KCNQ1, FluxOR thallium flux fluorescence; hits give high values | B-score at 10 µM | Potassium voltage-gated channel subfamily KQT member 1 (Homo sapiens), P51787;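 active = compounds whose thallium flux B-score, printed positive for inhibition, exceeds three library SD while starting fluorescence stays within three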;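 note: channel opened by potassium depolarization with thallium stimulus after 20 min compound exposure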
GSK3B inh: human GSK3beta kinase inhibitors, primary screen, biochemical, cell-free homogeneous, HTS; Glycogen synthase kinase-3 beta (Homo sapiens), P49841; GST-GSK3beta kinase, ADP-Glo luminescence, 60 min; hits give low values; activity score (negative = inhibition), % at 10 µM; 300,000 compounds, 0.038% hits;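 active = more than half of replicate wells score below -50%, meaning over 50% inhibition versus plate controls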;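 note: 0% = median DMSO wells and -100% = median GW8510 positive control wells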
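Test system: GST-tagged human GSK3beta kinase, cell-free; evaluation: activity score scaled between in-plate DMSO and GW8510 controls; measured by: ADP-Glo luminescence; incubation: 60 min reaction, RT; benchmarks: DMSO and 20 µM GW8510; reagent: peptide substrate plus 25 µM ATP (final); medium: Tris/MgCl2 kinase buffer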
DYRK1A inh: rat Dyrk1A kinase inhibitors, primary screen, biochemical, single point, plate reader. inhibition, % at 12.5 µM. Dual specificity tyrosine-phosphorylation-regulated kinase 1A (Rattus norvegicus), Q63470. ADP-Glo luminescence, NFATc1 peptide. 310,000 compounds, 0.43% hits; in the data active = inhibition above about 50%;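 note: plate controls were vehicle with enzyme for no effect and no enzyme for full effect; many of its hits are not listed in these tables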
KCNK3 block: human KCNK3 channel inhibitors, primary screen, CHO cells, FluxOR thallium flux, B-score; B-score at 10 µM; FluxOR fluorescence; hits give low values; 340,000 compounds, 0.84% hits; Potassium channel subfamily K member 3 (Homo sapiens), O14649;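 active = B-score under library mean minus 4 SD, starting fluorescence ratio at most library mean plus 5 SD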;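 note: more negative B-score means stronger inhibition of thallium flux through KCNK3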
Target sequence (O14649 whole entry, looked up): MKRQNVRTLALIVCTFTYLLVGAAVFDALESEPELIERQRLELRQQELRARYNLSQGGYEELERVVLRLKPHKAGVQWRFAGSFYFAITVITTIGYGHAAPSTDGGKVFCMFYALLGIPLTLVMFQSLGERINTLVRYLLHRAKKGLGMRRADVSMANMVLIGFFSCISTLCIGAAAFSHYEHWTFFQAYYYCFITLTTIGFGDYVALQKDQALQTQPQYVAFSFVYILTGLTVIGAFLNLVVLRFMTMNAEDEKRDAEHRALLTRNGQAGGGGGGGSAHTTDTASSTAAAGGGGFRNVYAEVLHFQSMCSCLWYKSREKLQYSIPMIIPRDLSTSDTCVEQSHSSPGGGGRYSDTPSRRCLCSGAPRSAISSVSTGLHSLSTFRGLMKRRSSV
GSK3A inh: blockers of GSK3A enzyme activity – biochemical, luminescence, cell-free homogeneous, HTS, primary screen; GSK-3 alpha kinase, ADP-Glo luminescence, 60 min; AID 2650, 2010; inhibition, % at 10 µM; Glycogen synthase kinase-3 alpha (Homo sapiens), P49840; 320,000 compounds, 0.1% hits;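 in the data active = inhibition above about 50%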;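 note: GST-tagged GSK-3 alpha with peptide substrate and 25 µM ATP; 0% = DMSO neutral wells and 100% = GW8510 positive control wells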
HDAC3 inh: HDAC3 deacetylase inhibitors, primary screen, biochemical, fluorescence, cell-free homogeneous; Histone deacetylase 3 (Homo sapiens), O15379; recombinant HDAC3, fluorogenic peptide/trypsin coupled; inhibition, % at 8.3 µM; 320,000 compounds, 0.15% hits; AID 2718, 2010; in the data active = inhibition above about 26%, passing the limit was not always enough
RGS4 pot: RGS4 potentiators or activators, primary screen, cell-based, HEK293 M3R inducible RGS4, calcium flux; carbachol calcium flux Fluo4; hits give low values; B-score at 10 µM; 310,000 compounds, 0.92% hits;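 active = B-score of the integrated calcium signal more than 4 SD below the library mean, with starting fluorescence not abnormally high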;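 note: negative B-score means reduced calcium response which marks RGS4 activation or potentiation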
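test system = HEK293 cells with stable M3R and inducible RGS4 | schedule = recording 10 s baseline at 1 Hz, 100 s post-agonist | technique = Fluo4-AM (2 µM) calcium-flux fluorescence, kinetic read | measure = Agonist-evoked peak-minus-minimum fluorescence over baseline, integrated ratio, B score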
hERG protect: hERG rescue from dofetilide block, primary screen, cell-based, CHO-hERG, FluxOR thallium flux, dofetilide IC70 | dofetilide IC70 present | activation (rescue from dofetilide block), less the hit threshold, % at 10 µM | 310,000 compounds, 0.51% hits;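 active = activation above the mean of controls blocked by dofetilide plus 5 SD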;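 note: thallium influx through hERG after potassium depolarization seen as dye fluorescence rise; in these data hits start at about 4.7%; inactives centre near -7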
KCNK9 block: KCNK9 potassium channel inhibitors, primary screen, HEK293 cells, thallium flux. B-score at 10 µM. AID 488922, 2010. Potassium channel subfamily K member 9 (Homo sapiens), Q9NPC2. 310,000 compounds, 1.2% hits. FluxOR thallium flux fluorescence; hits give low values;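 active = ratio B-score over 3 SD below the library mean, with starting fluorescence within 5 SD of its mean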;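 note: negative B-score means less thallium flux so channel inhibition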
PolyA inhibitor: polyadenylation inhibitors in yeast reporter cells, primary screen, luminescence, S. cerevisiae; S. cerevisiae SKY197-pL101 polyadenylation reporter, beta-gal luminescence; efflux-impaired pdr1/pdr3 knockout yeast; score 100 = 6 SD above DMSO; AID 1875, 2009; calls only at 12 µM; 300,000 compounds, 0.02% hits;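 active = lowest replicate activity score at least 50, where 100 means six control SD above control mean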;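 note: yeast exposed to compound for 9 h at 30 °C; higher score means more reporter readthrough which indicates perturbed polyadenylation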
Starred values were filed as active, the others as inactive. A portion of the library; count on the stated rates, not on these rows.

O=C(N/N=C/c1ccccc1[N+](=O)[O-])c1ccncc1 was read as KCNQ1 act inactive, KCNQ1 block inactive, GSK3B inh 2, DYRK1A inh 4, KCNK3 block inactive, GSK3A inh 0, HDAC3 inh -1, RGS4 pot inactive, hERG protect -2, KCNK9 block inactive and PolyA inhibitor inactive.
CCN(CC)CCNC(=O)c1cn(CC)c2cc(N3CCN(C)CC3)c(F)cc2c1=O was read as KCNQ1 act inactive, KCNQ1 block inactive, GSK3B inh -1, DYRK1A inh 4, KCNK3 block inactive, GSK3A inh -1, HDAC3 inh -19, RGS4 pot inactive, hERG protect -1, KCNK9 block inactive and PolyA inhibitor inactive.
Screening O=C1/C(=C\c2ccc(O)c(O)c2)C(c2ccccc2)=NN1c1ccccc1 returned KCNQ1 act inactive, KCNQ1 block 6*, GSK3B inh 2, DYRK1A inh 0, KCNK3 block inactive, RGS4 pot inactive, hERG protect -29, KCNK9 block inactive and PolyA inhibitor inactive.
`OCCC1CN(Cc2cn[nH]c2C2CCCCC2)CCN1C1CCCCC1` (stereo unspecified) gave KCNQ1 act inactive, KCNQ1 block inactive, GSK3B inh -1, DYRK1A inh -3, KCNK3 block inactive, GSK3A inh 1, HDAC3 inh 4, RGS4 pot inactive, hERG protect -10, KCNK9 block inactive and PolyA inhibitor inactive.
`Cc1cc(-c2nn(-c3ccccc3F)cc2CNCCc2cnccn2)c(C)s1` gave KCNQ1 act inactive, KCNQ1 block inactive, GSK3B inh -3, KCNK3 block inactive, GSK3A inh -4, HDAC3 inh -4, RGS4 pot inactive, hERG protect -14, KCNK9 block inactive and PolyA inhibitor inactive.
For CN(C)S(=O)(=O)N1CCN(c2ccc([N+](=O)[O-])c(N3CCCCC3)c2)CC1 the results were KCNQ1 act inactive, KCNQ1 block inactive, GSK3B inh -5, DYRK1A inh 2, KCNK3 block inactive, GSK3A inh -5, HDAC3 inh 10, RGS4 pot inactive, hERG protect -7, KCNK9 block inactive and PolyA inhibitor inactive.
Screening CCC(C(=O)Nc1ccc(S(=O)(=O)Nc2ncccn2)cc1)c1ccccc1 (stereo unspecified) returned KCNQ1 act inactive, KCNQ1 block inactive, GSK3B inh -3, DYRK1A inh 1, KCNK3 block inactive, GSK3A inh 9, HDAC3 inh 1, RGS4 pot inactive, hERG protect -4, KCNK9 block inactive and PolyA inhibitor inactive.
COc1cccc(NC(=O)N2CCCC2C(=O)NCc2ccccc2)c1 (stereo unspecified) was read as KCNQ1 act inactive, KCNQ1 block inactive, GSK3B inh 1, DYRK1A inh -6, KCNK3 block inactive, GSK3A inh -2, HDAC3 inh 0, RGS4 pot inactive, hERG protect -4, KCNK9 block inactive and PolyA inhibitor inactive.
For Cc1c(C(=O)Nc2ccc3c(c2)OCO3)oc2ccccc12 the results were KCNQ1 act inactive, KCNQ1 block inactive, GSK3B inh -2, DYRK1A inh 3, KCNK3 block inactive, GSK3A inh -1, HDAC3 inh 6, RGS4 pot inactive, hERG protect -12, KCNK9 block -15* and PolyA inhibitor inactive.
Screening Cn1nnc2cc(NC(=O)Nc3cccc(Cl)c3)ccc21 returned KCNQ1 act inactive, KCNQ1 block inactive, GSK3B inh 1, KCNK3 block inactive, GSK3A inh -3, HDAC3 inh 4, RGS4 pot inactive, hERG protect -2, KCNK9 block inactive and PolyA inhibitor inactive.
CN(C)C(=S)SCCn1c(N)nc(N(C)C)nc1=O was read as KCNQ1 act inactive, KCNQ1 block inactive, GSK3B inh -1, KCNK3 block inactive, GSK3A inh -3, HDAC3 inh 3, RGS4 pot inactive, hERG protect -2, KCNK9 block inactive and PolyA inhibitor inactive.
`O=C1c2ccccc2NC(c2ccccc2O)N1O` (stereo unspecified) gave KCNQ1 act 8*, KCNQ1 block inactive, GSK3B inh 2, DYRK1A inh -2, KCNK3 block inactive, GSK3A inh 3, HDAC3 inh -2, RGS4 pot inactive, hERG protect -5, KCNK9 block inactive and PolyA inhibitor inactive.
Screening COc1ccc(Cl)cc1C(=O)Nc1ccccc1N1CCN(C(=O)C(C)C)CC1 returned KCNQ1 act inactive, KCNQ1 block inactive, GSK3B inh 0, DYRK1A inh 8, KCNK3 block inactive, GSK3A inh 0, HDAC3 inh 12, RGS4 pot inactive, hERG protect -12, KCNK9 block inactive and PolyA inhibitor inactive.
`Cc1ccc(CNC(=O)C2CCN(S(=O)(=O)c3c(C)noc3C)CC2)cc1` gave KCNQ1 act inactive, KCNQ1 block inactive, GSK3B inh 2, DYRK1A inh -5, KCNK3 block inactive, GSK3A inh 3, HDAC3 inh 4, RGS4 pot inactive, hERG protect -9, KCNK9 block inactive and PolyA inhibitor inactive.
For O=C(N/N=C/c1cc([N+](=O)[O-])ccc1N1CCNCC1)c1ccc([N+](=O)[O-])cc1 the results were KCNQ1 act inactive, KCNQ1 block inactive, GSK3B inh 0, DYRK1A inh -7, KCNK3 block inactive, GSK3A inh 0, HDAC3 inh 0, RGS4 pot inactive, hERG protect -15, KCNK9 block inactive and PolyA inhibitor inactive.
`CCOC(=O)c1c(N/N=C/c2ccncc2)n[nH]c1C` gave KCNQ1 act inactive, KCNQ1 block inactive, GSK3B inh 2, DYRK1A inh 9, KCNK3 block inactive, GSK3A inh 2, HDAC3 inh 8, RGS4 pot inactive, hERG protect 2, KCNK9 block inactive and PolyA inhibitor inactive.
For Cc1ccc(S(=O)(=O)N(C)C)cc1NC(=O)COC(=O)CCC1CCCCC1 the results were KCNQ1 act inactive, KCNQ1 block inactive, GSK3B inh 2, DYRK1A inh -4, KCNK3 block inactive, GSK3A inh -1, HDAC3 inh 3, RGS4 pot inactive, hERG protect -10, KCNK9 block inactive and PolyA inhibitor inactive.
Cc1ccc(-c2nnn(CC(=O)N(CCO)C(C(=O)NC(C)(C)C)c3ccncc3)n2)cc1 (stereo unspecified) was read as KCNQ1 act inactive, KCNQ1 block inactive, GSK3B inh -1, DYRK1A inh -4, KCNK3 block inactive, GSK3A inh -2, HDAC3 inh -5, RGS4 pot inactive, hERG protect -5, KCNK9 block inactive and PolyA inhibitor inactive.
For CCCS(=O)(=O)c1nc(S(=O)(=O)c2ccc(C)cc2)c(N2CCC(C)CC2)s1 the results were KCNQ1 act inactive, KCNQ1 block inactive, GSK3B inh 3, DYRK1A inh 8, KCNK3 block inactive, GSK3A inh 1, HDAC3 inh 1, RGS4 pot inactive, hERG protect -9, KCNK9 block inactive and PolyA inhibitor inactive.
`O=C(NC12CC3CC(CC(C3)C1)C2)c1ccc(-c2ccc(Br)cc2)o1` gave KCNQ1 act inactive, KCNQ1 block inactive, GSK3B inh 0, DYRK1A inh -3, KCNK3 block inactive, RGS4 pot inactive, hERG protect -2, KCNK9 block inactive and PolyA inhibitor inactive.
For COc1ccc(N2C(=O)CC(c3ccc([N+](=O)[O-])cc3)C2=O)cc1 (stereo unspecified) the results were KCNQ1 act inactive, KCNQ1 block inactive, GSK3B inh 0, DYRK1A inh -2, KCNK3 block inactive, GSK3A inh -3, HDAC3 inh 6, RGS4 pot inactive, hERG protect 2, KCNK9 block inactive and PolyA inhibitor inactive.
S=C(c1cn(CCOc2ccccc2)c2ccccc12)N1CCCC1 was read as KCNQ1 act inactive, KCNQ1 block inactive, GSK3B inh 0, DYRK1A inh -2, KCNK3 block inactive, GSK3A inh -4, HDAC3 inh 4, RGS4 pot inactive, hERG protect -10, KCNK9 block inactive and PolyA inhibitor inactive.
Screening N#CCSc1nnc2ccc3ccccc3n12 returned KCNQ1 act inactive, KCNQ1 block inactive, GSK3B inh 2, DYRK1A inh 3, KCNK3 block inactive, GSK3A inh 1, HDAC3 inh -1, RGS4 pot inactive, hERG protect -4, KCNK9 block inactive and PolyA inhibitor inactive.
O=C(CCC1CCCN(C(=O)C2CCCC2)C1)NCc1ccc(F)c(F)c1 (stereo unspecified) was read as KCNQ1 act inactive, KCNQ1 block inactive, GSK3B inh -5, DYRK1A inh -3, KCNK3 block inactive, GSK3A inh 1, HDAC3 inh -5, RGS4 pot inactive, hERG protect -7, KCNK9 block inactive and PolyA inhibitor inactive.
Screening CCNc1nc(NCC)n2c(SCC(=O)Nc3ccc(Br)cc3F)nnc2n1 returned KCNQ1 act inactive, KCNQ1 block inactive, GSK3B inh 5, DYRK1A inh 1, KCNK3 block inactive, GSK3A inh 0, HDAC3 inh -1, RGS4 pot inactive, hERG protect -16, KCNK9 block inactive and PolyA inhibitor inactive.
`O=S(=O)(NCCN1CCOCC1)c1ccc(Cl)s1` gave KCNQ1 act inactive, KCNQ1 block inactive, GSK3B inh 1, DYRK1A inh -4, KCNK3 block inactive, GSK3A inh -2, HDAC3 inh 3, RGS4 pot inactive, hERG protect -10, KCNK9 block inactive and PolyA inhibitor inactive.
`CC(=O)Nc1cccc(NC(=O)COc2nncc3ccccc23)c1` gave KCNQ1 act inactive, KCNQ1 block inactive, GSK3B inh -3, DYRK1A inh 7, KCNK3 block inactive, GSK3A inh -3, HDAC3 inh 5, RGS4 pot inactive, hERG protect -4, KCNK9 block inactive and PolyA inhibitor inactive.
`O=C(Cn1cccn1)N1CCCC(N2CCN(c3ccccc3F)CC2)C1` (stereo unspecified) gave KCNQ1 act inactive, KCNQ1 block inactive, GSK3B inh 3, DYRK1A inh -5, KCNK3 block inactive, GSK3A inh 0, HDAC3 inh -2, RGS4 pot inactive, hERG protect -4, KCNK9 block inactive and PolyA inhibitor inactive.
